From PubChem
S3 lipid droplet: qHTS Assay for Lipid Storage Modulators in Drosophila S3 Cells; AID 2685; Drosophila S3 cells, BODIPY lipid droplet fluorescence, 18-24 h; cells fed with added oleic acid; actives 0.64% (n = 320,000); Potency in µM for hits, for the others lipid storage change, negative = inhibition, % at the top dose, mostly 46.1 µM; active = well fitted inhibition curve with a large enough effect in the signal ratio, with a control signal flat, not every such curve was filed as active; inconclusive = small, poorly fitted or top-dose-only effect, or effect the other way, or a change in a side signal; the % refers to the signal ratio
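Drosophila S3 cells got compounds at several concentrations plus oleic acid (400 uM solution). Laser-scanning cytometry with 488 nm excitation read lipid droplets at 500-530 nm and cells at 575-640 nm. Percent activity was relative to 20 uM Triacsin C.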
S3 lipid droplet cell count max: second read-out of S3 lipid droplet, no call of its own (marks repeat the call); cell number change, %; measured here: cell count max response;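 cells counted by Cell Tracker Red CMTPX staining in the red channel; peak over a dose series mostly up to 46.1 µM; percent activity relative to internal control wells on each plate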
Starred values were filed as active, the others as inactive; i = inactive; ? = inconclusive; nt = not tested or not shown; & = joins results of further samples. % is scaled to controls: 0 for no effect and ±100 for the full control effect; potency is read from the fitted curve at half-maximal effect. The list is partial; count on the stated rates, not on these rows.

SMILES | S3 lipid droplet | S3 lipid droplet cell count max
CCc1ccc(S(=O)(=O)NCCc2cn3ccc(C)cc3n2)s1 | ? | nt
O=C(NNC(=S)Nc1ccc(Br)cc1)c1ccccc1 | ? | nt
CCOC(=O)/C(C#N)=C/Nc1ccccc1OC(F)(F)F | 6% | 7
CC1=C(C(=O)OCc2ccccc2)C(c2ccccn2)c2c(n(C)c(=O)n(C)c2=O)N1 (centres undefined) | 15% | -15
CCOP(=O)(OCC)/C(C#N)=C/c1ccc([N+](=O)[O-])cc1 | ? | nt
CCc1nnc(NC(=O)CCC(=O)N2CCN(CCOc3ccc(C)cc3)CC2)s1 | ? | nt
CC(=O)c1c(C)[nH]c(C(=O)Nc2nc(-c3ccc(-c4ccccc4)cc3)cs2)c1C | ? | nt
COC(=O)C1=C2SCC(=O)N2C(N)=C(C#N)C1 | 3% | 26
O=C(CCCCn1c(=O)[nH]c2ccccc2c1=O)N1CCN(c2ncccn2)CC1 | ? | nt
N#Cc1nc(-c2ccccc2F)oc1NCc1cccc2c1OCO2 | i | nt
CC(C)N1CC2=C(OC(N)=C(C#N)C2c2cccnc2)/C(=C/c2cccnc2)C1 (centres undefined) | 12% | 0
O=C(CSc1n[nH]c(=O)[nH]c1=O)N1CCCCCC1 | -15% | 4
CC(C)Cc1ccc(/C=C/C(=O)N2CCOCC2)cc1 | 1% | -21
CC(=O)N1CCN(c2ncnc3sc(-c4ccccc4)cc23)CC1 | -1% | 1
CC(C)c1cc(-c2cc(-c3ccc(Cl)cc3)on2)nc(NC2CCCC2)n1 | ? | nt
CC1(C)CC(=O)c2c(O)cc(OCC(=O)Nc3ccc(CCO)cc3)cc2O1 | ? | nt
Cn1c(=O)c2c(nc(Br)n2CC(=O)c2cccs2)n(C)c1=O | ? | nt
CCOC(=O)[C@H]1[C@H]2COc3ccc(Br)cc3[C@H]2N2C(=O)CNC(=O)[C@@]12C | ? | nt
CCN(CC)c1ccc(C2NC(=O)NC(C)=C2C(=O)Nc2ccccc2)cc1 (centres undefined) | 1.6µM* | -26*
Cc1cc(C)n(CC(=O)N/N=C/c2ccccn2)n1 | ? | nt
O=C(O)C1C2C=CC3(CN(C/C=C/c4ccccc4)C(=O)C13)O2 (centres undefined) | ? | nt
O=C(CCc1nnc2ccc(N3CCCC3)nn12)Nc1ccc(F)c(F)c1 | i | nt
CN1CCN(NC(=O)c2cc(Br)ccc2Cl)CC1 | ? | nt
O=C(CN1C(=O)/C(=C/c2ccccc2)SC1=S)Nc1cccnc1 | ? | nt
Cc1cc(C)nc(SCC(=O)Nn2cnnc2)n1 | -6% | -1
OCCN1CCN(CCOc2cccc(Cl)c2)CC1 | ? | nt
COc1ccc(NC(=O)c2ccc3nc[nH]c3c2)c(OC)c1 | ? | nt
N#C/C(=C/c1ccc(N2CCCCC2)o1)C(=O)NCCc1c[nH]c2ccccc12 | ? | nt
COc1cc(SC)ccc1C(=O)Nc1ccc2c(c1)OCCO2 | ? | nt
Cc1cc(N2CCN(c3ccccn3)CC2)n2cc(-c3ccccc3)nc2n1 | ? | nt
COCCCn1c(=O)/c(=C\c2ccccc2OC(F)F)s/c1=C(/C#N)C(N)=O | ? | nt
Cc1cc(C(F)(F)F)n2nc(-c3sccc3-n3cccc3)cc2n1 | i | 25
Cc1c(Cl)cccc1NCC(=O)NN=C1CCCC1 | ? | nt
COc1cccc(C(c2c(NC(=O)c3ccco3)sc(C)c2C)N2CCOCC2)c1 (centres undefined) | 21µM* | -14*
CCOc1ccc(CN(C)c2ccc(S(=O)(=O)N3CCN(C)CC3)cc2[N+](=O)[O-])cc1OC | ? | nt
CCn1c(C(C)NC(=O)c2cccc(C)c2)n[nH]c1=S (centres undefined) | 10% | -17

Arranged by count of non-hydrogen atoms (rising): some entries from above.
SMILES | S3 lipid droplet | S3 lipid droplet cell count max
OCCN1CCN(CCOc2cccc(Cl)c2)CC1 | ? | nt
CCOP(=O)(OCC)/C(C#N)=C/c1ccc([N+](=O)[O-])cc1 | ? | nt
CC(=O)N1CCN(c2ncnc3sc(-c4ccccc4)cc23)CC1 | -1% | 1
N#Cc1nc(-c2ccccc2F)oc1NCc1cccc2c1OCO2 | i | nt
O=C(CCc1nnc2ccc(N3CCCC3)nn12)Nc1ccc(F)c(F)c1 | i | nt
N#C/C(=C/c1ccc(N2CCCCC2)o1)C(=O)NCCc1c[nH]c2ccccc12 | ? | nt

(next part)
SMILES | S3 lipid droplet | S3 lipid droplet cell count max
CCCCNC(=O)c1cc(-c2ccc(OC)cc2)on1 | ? | nt
Cc1ccc(N=Nc2c(C)[nH]n(-c3ccccc3)c2=O)cc1Br | ? | nt
Cc1cccc(N2CC(C(=O)O)CC2=O)c1C (centres undefined) | -9% | 4
CCCN1C(=O)C2(/C(=C(\O)c3ccc4c(c3)OCCO4)C(=O)C(=O)N2CCCOC)c2ccccc21 (centres undefined) | -15% | -18
O=C(CSc1ncnc2ccccc12)NCCc1ccccc1 | ? | nt
O=C(Cc1cccs1)Nc1cccc(-c2nc3ccccc3[nH]2)c1 | ? | nt
CC(C)c1ccc2[nH]c(O)c(N=NC(=O)c3ccc(CSc4nncn4C)cc3)c2c1 | -1% | -3
Nc1nc(SCc2ccc3c(c2)OCCO3)n[nH]1 | ? | nt
CC(C)N1CCC(N2CCN(CC#Cc3ccccc3)CC2CCO)CC1 (centres undefined) | 8% | 11
O=C(OC1CCOC1=O)c1cc(-c2ccc(Br)cc2)nc2ccccc12 (centres undefined) | i | nt
NS(=O)(=O)c1ccc(NC(=O)/C=C/c2ccc3c(c2)OCO3)cc1 | ? | nt
CCCc1cc(=O)[nH]c(SCc2cc(Cl)ccc2OC(F)F)n1 | ? | nt

Single records, from the list above. Order of screens: S3 lipid droplet, S3 lipid droplet cell count max
`CCCCNC(=O)c1cc(-c2ccc(OC)cc2)on1` in the list: ?, nt
`Cc1ccc(N=Nc2c(C)[nH]n(-c3ccccc3)c2=O)cc1Br` in the list: ?, nt
`CCCN1C(=O)C2(/C(=C(\O)c3ccc4c(c3)OCCO4)C(=O)C(=O)N2CCCOC)c2ccccc21` (centres undefined) in the list: -15%, -18
`CCCc1cc(=O)[nH]c(SCc2cc(Cl)ccc2OC(F)F)n1` in the list: ?, nt
`O=C(OC1CCOC1=O)c1cc(-c2ccc(Br)cc2)nc2ccccc12` (centres undefined) in the list: i, nt

(further entries)
SMILES | S3 lipid droplet | S3 lipid droplet cell count max
CCOc1ccccc1NC(=O)N1CCCC1C(=O)NCc1ccco1 (centres undefined) | i | 8
COc1cccc(/C=C/C(=O)Nc2ccc(C(=O)Nc3cccc(S(N)(=O)=O)c3)cc2)c1OC | ? | nt
Cc1cc2cc(CNC(=S)NC3CCCCC3)ccc2n1C | ? | nt
N#CCS(=O)(=O)c1ccccc1 | i | -18
CC(C)c1cccc(C(C)C)c1OC(=O)[C@H]1OC(C(C)(C)C)=C[C@@H]1c1ccccc1 | ? | nt
Cc1ccc(NC(=O)N[C@H](C(=O)O)C(C)C)c(C)c1 | ? | nt
COc1ccccc1CNC(=O)CCS(=O)(=O)c1ccc2c(c1)CC(C)N2C(=O)C1CC1 (centres undefined) | i | -20
CCCC1C2CN(C(C)=O)CC=C2C(C#N)=C(N)C1(C#N)C#N (centres undefined) | ? | nt
COc1cc(-c2nn3c(-c4cccnc4)nnc3s2)cc(OC)c1OC | ? | nt
COc1ccc(-c2nc3ccccc3n2Cc2ccc(C)cc2)cc1 | ? | nt
Cc1ccc(S(=O)(=O)N(CCCN(C)C)Cc2ccc3c(c2)OCO3)cc1 | i | nt
Cc1ccc(-c2csc(=S)n2CC(=O)OCC(=O)NCc2ccc(F)cc2)cc1 | ? | nt
O=C(N/N=C/c1ccoc1)c1ccccc1Br | 6% | 10
COc1ccc(NC(=S)N(CCN2CCCCC2)Cc2ccco2)cc1 | 4% | -8
Cc1ccc2[nH]cc(CCCN3C(=O)c4ccccc4C3=O)c2c1 | 15% | -1
c1cnc(N2CCN(Cc3ccc4c(c3)OCO4)CC2)nc1 | 1%&-4% | 4&13
COc1ccc(/C=N/N=C(\N)c2nonc2N)cc1OC | ? | nt
Cc1nn(-c2ccccc2)c(Cl)c1/C=N/NC(=O)c1ccccc1F | 16% | 5
O=C(COc1ccccc1)OC(C(=O)c1ccccc1)c1ccccc1 (centres undefined) | -4% | 6
O=C(C(=O)N1CCN(c2cccc(Cl)c2)CC1)c1cn(CC(=O)N2CCOCC2)c2ccccc12 | i | -5
Oc1c(Cl)cc(Cl)cc1C=Nc1ccccc1N1CCCC1 | ? | nt
COc1cc2c(cc1OC)C(C(=O)O)C(c1ccc(C)o1)N(C)C2=O (centres undefined) | ? | nt
C=CCCC(=O)Nc1nc(C)c(-c2csc(Nc3cc(OC)ccc3OC)n2)s1 | -2% | -30
CCc1cccc2c(C(=O)COC(=O)c3cnc(C)cn3)c[nH]c12 | ? | nt
CCC(=O)N1c2ccc(S(=O)(=O)CCC(=O)N3CCN(c4ccccc4)CC3)cc2CC1C (centres undefined) | 3% | -8
COc1ccc(NS(=O)(=O)c2ccc(F)c(Cl)c2)cn1 | ? | nt
Cc1cc(C)c2cc(CN(Cc3nnnn3Cc3ccc(F)cc3)C3CCCC3)c(=O)[nH]c2c1 | -8% | -17
O=C(Cc1ccccc1)NCC1OCCc2ccccc21 (centres undefined) | 16% | 15
CC(C)CC(=O)Nc1c2c(nn1-c1ccc(F)cc1)CS(=O)(=O)C2 | 6% | 10
CC(C)OC(=O)CCNc1n[nH]c(=O)[nH]c1=O | i | nt
O=C(COC(=O)/C=C/c1ccco1)NCc1ccc2c(c1)OCO2 | ? | nt
COc1cc(CNC(=O)c2cccc(COc3ccc(Cl)cc3)c2)cc(OC)c1 | ? | nt
CCOC(=O)CC(=O)CSc1nc2c(c(C)c1C#N)CCC2 | i | 20
Cc1c(C(O)CN2CCC(C(N)=O)CC2)c2ccccc2n1C (centres undefined) | ? | nt
CC(=O)c1ccc(N2CCN(C(=O)C3CCN(S(=O)(=O)c4ccc5c(c4)CC(C)N5C(C)=O)CC3)CC2)cc1 (centres undefined) | i | 15
Cc1ccc(C(C)C)c(OCC(=O)NC(=S)Nc2ccccc2N2CCOCC2)c1 | ? | nt
COc1ccc(NC(=O)Cn2c(-c3ccc(OC)cc3)cn(-c3ccc(C)cc3)c2=O)cc1 | ? | nt
COc1cccc(CC2(CO)CCCN(Cc3cn[nH]c3C3CCCCC3)C2)c1 (centres undefined) | -3% | 3
COc1ccc(NC(=O)COC(=O)Cc2c(F)cccc2Cl)cc1 | 13% | 35
O=C(CN1N=C(c2ccc(Cl)cc2)CCC1=O)NCc1cccnc1 | 6% | -4
COc1cc(CN2CCN(C3CCC3)CC2CCO)cc(OC)c1 (centres undefined) | ? | nt
CCC(C)(C)NC(=O)C(c1cccn1C)N(Cc1ccc(C)cc1)C(=O)Cn1nnc2ccccc21 (centres undefined) | ? | nt
COc1ccc(C(C(=O)NCC2CCCO2)N(C(=O)c2snc(C(N)=O)c2N)c2ccc(C)cc2)cc1OC (centres undefined) | -4% | 19
COc1ccccc1NC(=O)C1=C(C)NC(=O)NC1c1ccc(C)s1 (centres undefined) | ? | nt
COc1ccc(CNC(=O)C2CCN(C(=O)N3CCOc4ccc(C)cc43)CC2)cc1 | 0% | -5
COc1ccc(C(=O)N(c2ccc(C)cc2)C2C=CS(=O)(=O)C2)cc1OC (centres undefined) | 1% | -5
CC1(c2ccccc2)NC(=O)N(CC(=O)Nc2ccccc2C(=O)N2CCCCC2)C1=O (centres undefined) | 0% | 0
CN(CC(=O)NCCc1ccc(F)cc1)Cc1cccc(Cl)c1 | ? | nt
CC1=C(C(=O)Nc2ccccc2C(=O)NC2CCCCC2)SCCO1 | ? | nt
CCc1ccc(NC(=S)N2CCC(NC(=O)c3ccccc3OC)CC2)cc1 | -8% | 12
CCCSc1nnc(CSc2nc(C)cc(C)n2)n1C | 11% | 15
CCOC(=O)C(CSCC(=O)c1ccc(Cl)cc1Cl)NC(=O)OC(C)(C)C (centres undefined) | ? | nt
CC(=O)Nc1cccc(C(=O)NC(C)c2ccc(-n3ccnc3)cc2)c1 (centres undefined) | i | nt
CC(C)[C@H](NC(=O)NCc1ccc(F)cc1)C(=O)O | -20% | -9
O=C(N/N=C\c1cccnc1)c1ccc(Br)s1 | ? | nt
C=CCN1C=C2C(=O)C(C)(OC(=O)CCc3ccccc3)C(=O)C=C2C=C1c1ccc(C#N)cc1 (centres undefined) | 10% | 11
CN(C)S(=O)(=O)c1ccc(NC(=O)C2CCCN(C(=O)c3ccc(Cl)cc3)C2)cc1 (centres undefined) | 15% | nt
COc1ccc(NC(=O)CCNC(=O)Cn2ccc3ccccc3c2=O)cc1OC | ? | nt
CC(C)CCNC(=O)C1CCN(S(=O)(=O)c2ccc3c(c2)CC(C)N3C(=O)C2CCC2)CC1 (centres undefined) | i | 2
Cc1ccccc1C(=O)Nc1ccc2c(c1)OCO2 | ? | nt
COc1cc(OC)cc(C(=O)NC(C(=O)Nc2ccc3c(c2)OCCO3)C(C)C)c1 (centres undefined) | 4% | 1
